# BAZ2B block: qHTS Assay for Inhibitors of BAZ2B | Bromodomain adjacent to zinc finger domain protein 2B (Homo sapiens), Q9UIF8 | Potency, µM (doses to about 114 µM), without a hit: top-dose activity change, negative = inhibition, actives largely listed as inhibitors | AlphaScreen BAZ2B-H3K14Ac peptide displacement | 4.4% of 360,000 active | AID 504333, 2011; further: potency means the concentration at half of the fitted maximal effect; on the % scale 0 is the no-effect control and ±100 the full control effect; nearly all actives have a fitted effect of over 60% in size
#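 BAZ2B 50 nM plus b-H3(5-23)K14Ac 50 nM, PBS pH 7.4/0.01% Tween-20, 30 min RT; compound added (max 110 uM), 30 min RT; streptavidin donor/Ni-chelate acceptor beads 10 ug/mL final, 20 min dark; AlphaScreen read.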
# JMJD2A Tudor inh: qHTS Assay for Inhibitors of JMJD2A-Tudor Domain. 4.4% of 390,000 active. Potency, µM (highest dose often 114 µM), without a hit: top-dose activity change, negative = inhibition, hits mostly inhibitors. Lysine-specific demethylase 4A (Homo sapiens), O75164. AlphaScreen JMJD2A-Tudor / H3K4me3 peptide binding; further: potency means the concentration at half of the fitted maximal effect; on the % scale 0 is the no-effect control and ±100 the full control effect; nearly all actives have a fitted effect of over 50% in size
# GLS inh: qHTS for Inhibitors of Glutaminase (GLS); 0.21% of 410,000 active; GLS enzymatic activity, qHTS titration; Potency, µM (top dose mostly 45.5 µM), inactives show at the highest dose activity change, negative = inhibition, usual class: inhibitors; AID 624170, 2012; further: potency means the concentration at half of the fitted maximal effect; on the % scale 0 is the no-effect control and ±100 the full control effect
#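 Compounds were pin-transferred onto hKGA, after which L-glutamine (1 mM solution) and a detection mix of glutamate oxidase, HRP and Amplex Red were added. Initial and 30 min RT fluorescence reads were collected.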
# PI4K2A block: qHTS for small molecular inhibitors of PI4K2A; 0.13% of 420,000 active; AID 1346378, 2018; Phosphatidylinositol 4-kinase type 2-alpha (Homo sapiens), Q9BTU6; purified PI4K2A, ADP-Glo luminescence, 1 h; stronger effect = lower value; activity change, negative = inhibition, % at 76.9 µM; in the data active means activity change below about -50%; inconclusive means mostly about -30% to -49%;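 further: -100% = wells without enzyme as full effect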
#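 Compounds are screened against recombinant PI4K2A using PI as substrate and ATP, the latter dispensed at 300 microM. Reactions run one hour at ambient temperature before ADP-Glo detection; full inhibition defined by wells lacking enzyme.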
# Pin1 inh: qHTS Assay to Find Inhibitors of Pin1; Peptidyl-prolyl cis-trans isomerase NIMA-interacting 1 (Homo sapiens), Q13526; Pin1 FP peptide displacement, HiFluor488, 10 min; Potency, µM (doses to about 115 µM), inactives show at the top dose activity, negative = inhibition, usual class: inhibitors; 0.009% of 390,000 active; active means well fitted inhibition curve with a large enough effect in the polarisation, with a control signal flat, not every such curve was filed as active; inconclusive means small, poorly fitted or top-dose-only effect, or effect the other way, or a change in a side signal; inactive means no such curve, though single readings can be large or run the other way; the % refers to the polarisation; further: potency means the concentration at half of the fitted maximal effect; on the % scale 0 is the no-effect control and ±100 the full control effect
# G9a inh: qHTS Assay for Inhibitors of Histone Lysine Methyltransferase G9a; Potency, µM (doses to about 102 µM), for the others: at the highest dose activity, negative = inhibition, usual class: inhibitors; G9a H3K9 monomethylation, AlphaScreen, 2 h; Histone-lysine N-methyltransferase EHMT2 (Homo sapiens), Q96KQ7; 8.8% of 350,000 active; further: potency means the concentration at half of the fitted maximal effect; on the % scale 0 is the no-effect control and ±100 the full control effect; nearly all actives have a fitted effect of over 75% in size
#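 AlphaScreen read-out: biotin-H3K9 peptide (500 nM) methylation by 20 nM enzyme with 20 uM SAM, 2 h at room temperature after 15 min compound preincubation; anti-monomethyl H3K9 antibody plus donor/acceptor beads, 10 min dark.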
# PGK inhibitor: qHTS Assay to Find Inhibitors of Phosphoglycerate Kinase; PGK/GAPDH coupled, Kinase-Glo luminescence, 60 min; Phosphoglycerate kinase, glycosomal (Trypanosoma brucei brucei), P07378; 0.043% of 380,000 active; Potency, µM (series often up to 57.5 µM), without a hit: at the highest dose activity change, negative = inhibition, actives largely listed as inhibitors; further: potency means the concentration at half of the fitted maximal effect; on the % scale 0 is the no-effect control and ±100 the full control effect; nearly all actives have a fitted effect of over 60% in size
# Target sequence (P07378 whole entry, looked up): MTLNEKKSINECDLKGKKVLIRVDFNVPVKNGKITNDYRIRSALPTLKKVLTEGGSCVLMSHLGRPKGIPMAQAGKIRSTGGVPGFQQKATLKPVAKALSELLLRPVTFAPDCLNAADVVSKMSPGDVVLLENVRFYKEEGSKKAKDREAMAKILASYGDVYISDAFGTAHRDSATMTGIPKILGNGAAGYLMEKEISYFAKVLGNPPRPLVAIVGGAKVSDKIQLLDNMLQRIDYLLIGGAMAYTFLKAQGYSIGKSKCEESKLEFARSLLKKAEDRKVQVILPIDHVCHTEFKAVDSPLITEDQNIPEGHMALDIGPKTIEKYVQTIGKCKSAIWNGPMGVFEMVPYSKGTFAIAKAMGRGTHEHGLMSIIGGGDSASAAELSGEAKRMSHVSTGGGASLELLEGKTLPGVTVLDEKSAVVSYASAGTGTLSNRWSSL
#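 Luminescent ATP detection (Kinase-Glo Plus) follows a 60-minute room-temperature incubation, with wells lacking PGK as controls. Buffer: 100 mM TEA (pH 7.6), 5 mM MgCl2, 0.01% Tween-20. Coupling enzyme GAPDH (100 nM final) supplies unstable 1,3-BPG in-well.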
# HP1b binding inh: HTS for Inhibitors of HP1-beta Chromodomain Interactions with Methylated Histone Tails. Chromobox protein homolog 1 (Homo sapiens), P83916. AlphaScreen HP1-beta / biotin-H3K9me3 peptide binding. Potency, µM (series often up to 114 µM), inactives show at the top dose activity change, negative = inhibition, hits mostly inhibitors. 0.56% of 390,000 active; further: potency means the concentration at half of the fitted maximal effect; nearly all actives have a fitted effect of over 70% in size; inactives centre near 23
# Target sequence (P83916 whole entry, looked up): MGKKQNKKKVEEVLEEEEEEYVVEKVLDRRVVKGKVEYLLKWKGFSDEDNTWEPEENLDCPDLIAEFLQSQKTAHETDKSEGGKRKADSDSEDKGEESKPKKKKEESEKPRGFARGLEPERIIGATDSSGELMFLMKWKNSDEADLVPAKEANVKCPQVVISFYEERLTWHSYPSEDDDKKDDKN
#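 HP1-beta protein (50 nM final) preincubated 30 min at room temperature with biotinylated H3(1-18)K9me3 peptide (50 nM) in PBS pH 7.4, 0.01% Tween-20, then compound added for 30 min. AlphaScreen streptavidin donor/nickel chelate acceptor beads (10 ug/mL final), 30 min dark, luminescence read.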
# ERG Ets-DNA blk: qHTS for Small Molecule Inhibitors of the ERG Ets/DNA interaction; Transcriptional regulator ERG (Homo sapiens), P11308; fluorescence polarization, His-ERG Ets domain / labelled DNA; Potency, µM (top dose mostly 76.9 µM), without a hit: at the top dose FP activity, negative = inhibition, hits mostly inhibitors; 0.028% of 370,000 active; AID 624246, 2012; active means well fitted inhibition curve with a large enough effect in the polarisation, with a control signal flat; inconclusive means small, poorly fitted or top-dose-only effect, or effect the other way, or a change in a side signal; inactive means no such curve, though single readings can be large or run the other way; the % refers to the polarisation;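 further: polarization taken with two DNA probes labelled with fluorescein and Texas red; potency means the concentration at half of the fitted maximal effect; % of control where 0% means no effect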
# Target sequence (P11308 whole entry, looked up, the tested form may be a part): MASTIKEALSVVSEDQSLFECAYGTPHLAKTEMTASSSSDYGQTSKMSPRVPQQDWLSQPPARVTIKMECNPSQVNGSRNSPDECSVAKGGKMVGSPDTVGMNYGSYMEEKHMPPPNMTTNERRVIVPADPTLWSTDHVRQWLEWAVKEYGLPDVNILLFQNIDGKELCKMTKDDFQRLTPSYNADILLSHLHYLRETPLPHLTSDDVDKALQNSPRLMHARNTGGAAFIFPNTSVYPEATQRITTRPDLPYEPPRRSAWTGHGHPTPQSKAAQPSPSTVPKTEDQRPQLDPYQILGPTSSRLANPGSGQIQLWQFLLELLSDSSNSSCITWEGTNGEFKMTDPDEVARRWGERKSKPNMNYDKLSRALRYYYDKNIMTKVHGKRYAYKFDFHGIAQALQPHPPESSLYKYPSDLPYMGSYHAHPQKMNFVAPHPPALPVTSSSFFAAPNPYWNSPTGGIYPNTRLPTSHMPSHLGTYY
#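 His-tagged ERG Ets domain (1 uM in the protein solution; 300mM KCl, 50mM Tris-HCl, 1mM EDTA, 1mM DTT, pH 7.5) received compound, then a probe mix of 5 nM fluorescein-DNA and 100nM Texas-615-DNA. Fluorescence polarization was read for both dyes.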
# Starred values were filed as active, the others as inactive; i = inactive; ? = inconclusive; nt = no result given; [ ] = another dose, or the depositor's remark. Unless noted, the call rests on the fitted dose curve; in most records, active means well fitted curve in the direction sought with a large enough effect; inconclusive means small, poorly fitted or top-dose-only effect, or another doubt; inactive means no such curve, though single readings can be large; an effect the other way counts as inactive or inconclusive.
SMILES,BAZ2B block,JMJD2A Tudor inh,GLS inh,PI4K2A block,Pin1 inh,G9a inh,PGK inhibitor,HP1b binding inh,ERG Ets-DNA blk
Cc1cccc(C(=O)Nc2ccc(N3CCN(c4ccc(C(F)(F)F)cn4)CC3)nc2)c1,3%,-18%,12%,-4,10%,nt,7%,25%,8%
CC(=O)NC1=NN(C(C)=O)C(C)(c2ccco2)S1 (centres undefined),0%,-7%,-5%,-7,0%,nt,-5%,27%,-7%
CC1=CC2=NC(=O)/C(=C\c3cc(C)n(-c4ccc(F)cc4)c3C)C(=N)N2O1,3%,-9%,16%,-1,-20%,-10%[59 µM],10%,23%,-8%
COc1ccc(-c2nc(SC)n(C)c(=O)c2C#N)cc1OC,-11%,-14%,7%,?,-3%,-16%[2.33 µM],-6%,7%,4%
O=C(COC(=O)Cn1cnc2ccccc2c1=O)Nc1cc(Cl)ccc1[N+](=O)[O-],?,-18%,0%,-3,?,-12%[59 µM],1%,-6%,0%
COc1ccc(N2CCN(c3ccc(S(=O)(=O)N(C(C)C)C(C)C)cn3)CC2)cc1,-4%,-12%,1%,6,11%,?,-1%,17%,-7%
O=C([C@@H]1CCCN1C(=O)c1cccs1)N1CCN(S(=O)(=O)c2ccccc2F)CC1,9%,-11%,-1%,-1,2%,-4%[59 µM],i,28%,0%
COC(=O)c1ccccc1S(=O)(=O)N1CCC(C(=O)OC(C)C(=O)N(C)Cc2ccccc2)CC1 (centres undefined),nt,-16%,7%,1,-5%,nt,6%,19%,0%
CCCC(=O)Nc1cccc(-c2nc3cc(C)c(C)cc3o2)c1,26%,-5%[11.4 µM],11%,-1,-20%,-7%[59 µM],-1%,72%[activator],0%
Cc1ccc(C(=O)CCC(=O)OCC(=O)Nc2c(C)nn(-c3ccccc3)c2C)cc1,-3%,-10%,14%,-2,-1%,?,3%,17%,-17%
CC(=O)Nc1cccc(-c2nn[nH]n2)c1,?,?,8%,2,-9%,?,i,20%,1%
CCc1nc2ccccc2c2nc3ccccc3n12,-2%,-1%,3%,-16,-7%,22%,2%,21%,-6%
CCC(C(=O)NCCCc1ccccc1)c1ccccc1 (centres undefined),0%,13%,-10%,0,5%,17%[59 µM],i,42%,5%
O=C(Nc1ccc(F)cc1F)NC1CCCc2ccccc21 (centres undefined),-2%,6%,-1%,1,-18%,nt,-3%,47%[activator],-1%
COC(=O)c1cc(OC)c(OC)cc1NC(=S)N1CCC(C(N)=O)CC1,-11%,-22%,20%,2,1%,36%[2.33 µM],-3%,20%,1%
c1ccc(N2CCN(Cc3cn4cccnc4n3)CC2)cc1,12%,-17%,-11%,2,-6%,0%,-6%,21%,5%
O=C(CN1C(=O)c2ccc([N+](=O)[O-])cc2C1=O)NC1CCCCCC1,10%,-15%,5%,0,-2%,?,-15%,23%,9%
Cc1ccc(-n2nnnc2SC(C(=O)c2c[nH]c3ccccc23)c2ccccc2)cc1 (centres undefined),-1%,-7%,6%,-3,-11%,-8%[59 µM],-8%,10%,-6%
N#Cc1c(-c2cccs2)cc(-c2cccnc2)nc1N,0%,7%,12%,-1,0%,nt,-7%,55%[activator],-11%
CCOc1ccc2nc(SCC(=O)N(CCOC)c3c(N)n(Cc4ccccc4)c(=O)[nH]c3=O)[nH]c2c1,-4%,6%,-4%,1,6%,10µM*,i,45%,14%
CC(C)(C)c1cc(C(=O)NCc2ccco2)ccn1,6%,-22%,-3%,5,3%,?,0%,14%,8%
COC(=O)CCSCC(=O)Nc1nnc(C)s1,0%,-23%,-6%,1,-6%,?,i,37%[activator],-15%
CCCCN(C(=O)CN1CC(C)OC(C)C1)c1c(N)n(CC(C)C)c(=O)[nH]c1=O (centres undefined),-1%,2%,-1%,-1,-3%,-13%,-7%,31%,-10%
Cc1ccc(CCNC(=O)c2cn(C)c3ccc(S(=O)(=O)N4CCCCC4)cc3c2=O)cc1,nt,-4%,-8%,-5,1%,6%[59 µM],5%,35%,-3%
Cc1cc(N2C(=O)C(O)=C(C(=O)c3cc4ccccc4o3)C2c2ccc(Cl)cc2)no1 (centres undefined),?,?,1%,1,0%,-7%[0.0925 µM],i,-3%,8%

# Following part:
SMILES,BAZ2B block,JMJD2A Tudor inh,GLS inh,PI4K2A block,Pin1 inh,G9a inh,PGK inhibitor,HP1b binding inh,ERG Ets-DNA blk
C/C(CC(=O)Nc1cc(C)ccn1)=N\NC(=O)c1cccc(C)c1,89µM*,-12%,20%,?,-7%,103%[activator][59 µM],i,18%,10%
COC(=O)c1cc(Br)c(=O)n(CCN2CCCC2)c1,-2%[57.1 µM],-20%,13%,1,-6%,50µM*,5%,42%[activator],1%
CCN1CCN(c2ncnc3scc(-c4ccc(C)cc4)c23)CC1,?,-25%,1%,-4,4%,5%,-2%,8%,8%
O=C1NCCN1c1ncc([N+](=O)[O-])s1,6%,-9%,10%,6,66%[activator],-1%[59 µM],1%,16%,-6%
Cc1cccc(C)c1NC(=S)NCCCN1CCCC1=O,-28%,-9%,8%,-3,4%,-47%[59 µM],-2%,-3%,-4%
O=C(Nc1ccc2c(c1)OCCO2)C1CCCN(c2ncccn2)C1 (centres undefined),3%,-19%,2%,4,10%,nt,-9%,33%,0%
Cc1ccc(Cn2nnc3c(=O)[nH]c(C(=O)NCc4ccco4)nc32)cc1,-5%,?,1%,1,4%,?,-5%,20%,6%
Cn1ccnc1SCC(=O)N1CCc2ccccc21,-6%,-11%,7%,-5,3%,?,-2%,37%,0%
N#CCc1ccc(NC(=O)c2ccc(S(=O)(=O)N3CCCC3)cc2)cc1,10%,-1%,-21%,-1,-4%,20%,5%,3%,2%
Cc1ccc(CNC(=O)Cc2ccc(NC(=O)N3CCSc4ncccc43)cc2)cc1,-3%,-6%,-8%,0,-1%,-3%[59 µM],-6%,42%[activator],3%
COc1ccc(/C=C(/NC(=O)c2ccc(C)cc2)c2nc3ccccc3[nH]2)cc1OC,9%,2%,12%,-1,0%,nt,-1%,30%,-16%
CCCc1cc(=O)n2nc(N3CCC(C(=O)N4CCN(c5cccc(OC)c5)CC4)CC3)sc2n1,-21%,-18%,3%,2,-2%,27%,i,62%[activator],1%
CC1CN(S(=O)(=O)c2ccc(C(=O)NCCCn3ccnc3)cc2)CC(C)O1 (centres undefined),-23%,-21%,-9%,1,-14%,-7%[59 µM],i,-7%,11%
COc1ccc(-c2cc(C(=O)Nc3cc(OC)c(OC)c(OC)c3)no2)cc1,-4%,-9%,-11%,-3,2%,9%,-9%,8%,-4%
O=C(Nc1ccncc1)c1ccc(N2CCCC2=O)cc1,15%,-10%,1%,2,6%,13%,13%,20%,9%
COc1cc(C(C(=O)NC2CCCCC2)N(Cc2ccco2)C(=O)c2cnccn2)cc(OC)c1OC (centres undefined),-10%,-8%,-21%,0,-6%,nt,-3%,25%,19%
Cc1[nH]c2ccccc2c1SCC(=O)N1CCCCC1,-19%,-7%,9%,-2,9%,-26%,0%,29%,-3%
Cc1nc(COC(=O)c2cc(O)c3ccccc3c2O)cs1,nt,-8%[11.4 µM],20%,-11,-17%,3.2µM*,-6%,?,-5%
O=C(O)/C=C/C(=O)N1CCc2ccccc21,?,-17%,6%,-11,0%,nt,-1%,32%,-13%
COc1cc(/C(=C/c2ccccc2)c2ccccc2)c2c(c1)oc1ccccc12,-5%,11%,1%,-2,7%,39%,-6%,53%[activator],0%
COc1ccc(C2N(c3ccc(C)cc3)CCN2c2ccc(C)cc2)cc1O,32µM*,28µM*,0%,6,2%,18µM*,-9%,-16%,-22%
CCCCCN(C(=O)CCC(=O)OC(C)C(=O)c1ccc(Cl)cc1)c1c(N)n(CCCC)c(=O)[nH]c1=O (centres undefined),10%,-12%,-5%,3,0%,-33%,-6%,26%,-2%
COC(=O)C1(S(=O)(=O)c2cccc3nsnc23)CC1,2%,-6%,-3%,5,-5%,-10%[59 µM],-5%,24%,1%
CCN(CC)S(=O)(=O)c1ccc2nc(NC(=O)c3cccnc3)sc2c1,3%,-9%,8%,0,14%,11%[59 µM],6%,8%[57 µM],-5%
CCOc1ccc(NC(=O)Cn2c(CCC(=O)O)ccc2-c2ccc(C)cc2)cc1,-32%,-18%,17%,2,15%,-36%[59 µM],2%,-1%,1%

# 2 entries picked at random from the list so far, as already listed:
SMILES,BAZ2B block,JMJD2A Tudor inh,GLS inh,PI4K2A block,Pin1 inh,G9a inh,PGK inhibitor,HP1b binding inh,ERG Ets-DNA blk
O=C(O)/C=C/C(=O)N1CCc2ccccc21,?,-17%,6%,-11,0%,nt,-1%,32%,-13%
Cc1nc(COC(=O)c2cc(O)c3ccccc3c2O)cs1,nt,-8%[11.4 µM],20%,-11,-17%,3.2µM*,-6%,?,-5%

# Screening data as filed in PubChem.
